Screening results deposited in PubChem by National Center for Advancing Translational Sciences (NCATS).
SMN2 splice enh = increases expression of the SMN2 splice variant | 210,000 tested, 2.8% active | AID 1458 | Potency, µM (highest dose often 46.1 µM), for inactives: at the highest dose activity change, positive = activation, usual class: activators | HEK293 SMN2-luciferase splicing reporter, luminescence, 30-36 h; further: % of control where 0% means no effect; nearly all actives have a fitted effect of over 55% in size
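HEK293 cells carry an SMN2 […]–luciferase reporter in which exon 7 inclusion puts luciferase in frame. Cells were plated 10-12 h before compound addition, then incubated 30-36 h at 37C. ONE-Glo luminescence was read; sodium butyrate at 4.5 mM final served as control.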
ALDH1A1 inh = blocks purified human ALDH1A1 activity; AID 1030; 220,000 tested, 7.3% active; P00352; Potency, µM (doses to about 75.3 µM), without a hit: top-dose activity, negative = inhibition, hits mostly inhibitors; Purified ALDH1A1, NADH fluorescence, propionaldehyde substrate; active means well fitted inhibition curve with a large enough effect, not every such curve was filed as active; inconclusive means small, poorly fitted or top-dose-only effect, or another doubt; inactive means no such curve, though single readings can be large or run the other way;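 further: plate controls were no enzyme wells and a reference inhibitor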
Target sequence (P00352 whole entry, looked up): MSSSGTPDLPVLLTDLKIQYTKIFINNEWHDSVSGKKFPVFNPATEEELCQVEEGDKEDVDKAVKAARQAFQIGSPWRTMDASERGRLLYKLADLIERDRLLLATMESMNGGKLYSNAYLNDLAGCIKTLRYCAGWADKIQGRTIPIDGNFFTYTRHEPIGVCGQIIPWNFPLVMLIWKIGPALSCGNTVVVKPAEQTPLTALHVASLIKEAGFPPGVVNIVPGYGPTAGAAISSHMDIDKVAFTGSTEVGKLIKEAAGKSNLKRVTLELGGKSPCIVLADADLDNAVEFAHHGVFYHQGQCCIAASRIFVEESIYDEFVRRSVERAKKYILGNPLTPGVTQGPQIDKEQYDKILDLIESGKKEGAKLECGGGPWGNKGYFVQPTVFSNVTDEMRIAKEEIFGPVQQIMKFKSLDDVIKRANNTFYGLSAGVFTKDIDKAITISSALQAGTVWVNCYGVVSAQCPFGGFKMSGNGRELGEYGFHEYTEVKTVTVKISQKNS
aGal spleen mod = inhibits or activates alpha-galactosidase in human spleen homogenate; 240,000 tested, 0.008% active; AID 2107; human spleen homogenate, 4MU-alpha-Gal fluorescence, 40 min; Potency, µM (highest dose often 80 µM), for the others: at the top dose activity change, negative = inhibition, hits mostly inhibitors;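 further: 0% = enzyme with vehicle and -100% = no enzyme basal signal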
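Inhibition or activation of alpha-galactosidase in human spleen homogenate is scored by 4-MU fluorescence after 40 min at 37C, pH 5.0, with 1 mM substrate. AC50s come from concentration-response fitted to the Hill equation.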
KDM4E inh = inhibitors of human JMJD2E histone demethylase; B2RXH2; JMJD2E catalytic domain, FDH-coupled NADH fluorescence (FDH is formaldehyde dehydrogenase); Potency, µM (top dose mostly 57.1 µM), inactives show at the highest dose activity change, negative = inhibition, hits mostly inhibitors; 230,000 tested, 1.6% active; AID 2147; active means well fitted inhibition curve with a large enough effect, not every such curve was filed as active; inconclusive means small, poorly fitted or top-dose-only effect, or another doubt; inactive means no such curve, though single readings can be large or run the other way;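 further: 0% = wells with enzyme and -100% = buffer wells without enzyme; nearly all actives have a fitted effect of over 50% in size; many of its hits are not listed in these tables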
RGS12 GoLoco inh = blocks human Gai1 binding to RGS12 GoLoco peptide, red readout; P63096; Potency, µM (doses to about 61.6 µM), for the others: at the highest dose activity, negative = inhibition, usual class: inhibitors; Gai1:RGS12 GoLoco peptide FP, rhodamine, 10 min; 230,000 tested, 0.44% active; active means well fitted inhibition curve with a large enough effect, not every such curve was filed as active; inactive means no such curve, though single readings can be large or run the other way; further: on the % scale 0 is the no-effect control and ±100 the full control effect; nearly all actives have a fitted effect of over 30% in size; many of its hits are not listed in these tables
Target sequence (P63096 whole entry, looked up): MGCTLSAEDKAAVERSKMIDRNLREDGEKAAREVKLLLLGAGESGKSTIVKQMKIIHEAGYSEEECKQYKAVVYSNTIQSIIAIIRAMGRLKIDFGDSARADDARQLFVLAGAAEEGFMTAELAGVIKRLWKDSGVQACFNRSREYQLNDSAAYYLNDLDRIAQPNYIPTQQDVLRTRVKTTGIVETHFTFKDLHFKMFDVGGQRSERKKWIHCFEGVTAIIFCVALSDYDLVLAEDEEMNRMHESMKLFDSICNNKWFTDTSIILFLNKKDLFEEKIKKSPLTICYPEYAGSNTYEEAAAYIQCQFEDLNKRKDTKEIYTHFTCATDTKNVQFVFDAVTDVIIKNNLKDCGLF
GAA glycogen mod = GAA glycogen-cleavage inhibition or activation. Potency, µM (highest dose often 76.4 µM), for the others: at the highest dose activity change, negative = inhibition, actives largely listed as inhibitors. recombinant GAA, glycogen substrate, Amplex Red glucose oxidase fluorescence. AID 2100. 300,000 tested, 0.38% active. P10253;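 further: 0% = full enzyme reaction and -100% = no-enzyme basal signal; the screen sought inhibitors and activators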
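Natural-substrate format: glycogen cleavage by 4 nM human enzyme, glucose read by Amplex Red coupling (Ex 573, Em 610 nm). Normalized to enzyme and no-enzyme controls.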
GAA inhib = inhibitors of human lysosomal alpha-glucosidase | AID 1466 | purified human GAA, 4-MU-alpha-glucoside fluorescence | P10253 | 200,000 tested, 0.005% active | Potency, µM (top dose mostly 76.9 µM), inactives show at the highest dose activity change, negative = inhibition, usual class: inhibitors;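 further: plate controls were uninhibited enzyme wells for no effect and no-enzyme background for full effect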
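Enzyme (4 nM final) mixed with compound (up to 77 uM), then 4-MU-alpha-D-pyranoside (400 uM final) added; 20 min at room temperature, pH 5.0. Reaction stopped at pH 10, fluorescence read, AC50 derived by Hill fit.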
GAA spleen mod = inhibitors or activators of human alpha-glucosidase in spleen homogenate; 240,000 tested, 0.006% active; P10253; AID 2112; human spleen homogenate, 4-MU-alpha-glucoside fluorescence; Potency, µM (top dose mostly 79.9 µM), without a hit: at the highest dose activity change, negative = inhibition, hits mostly inhibitors;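 further: 0% = enzyme with vehicle and -100% = no enzyme basal signal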
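Compounds were titrated against alpha-glucosidase in spleen homogenate at pH 5.0, with 1 mM 4-methylumbelliferyl substrate for 40 min at 37 C. Reactions were quenched with pH 10 NaOH/glycine and fluorescence measured.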
Starred values were filed as active, the others as inactive; ? = inconclusive; nt = not tested or not shown; [ ] = remark or other dose. Unless noted, the call rests on the fitted dose curve; in most records, active means well fitted curve in the direction sought with a large enough effect; inconclusive means small, poorly fitted or top-dose-only effect, or another doubt; inactive means no such curve, though single readings can be large; an effect the other way counts as inactive or inconclusive. Potency means the concentration at half of the fitted maximal effect.

Compound,GAA inhib,RGS12 GoLoco inh,KDM4E inh,aGal spleen mod,SMN2 splice enh,ALDH1A1 inh,GAA glycogen mod,GAA spleen mod
COc1cccc(Cn2c(=O)c(-c3ccccc3)nc3cnc(OC)nc32)c1,nt,7.1%,nt,-4.7%,nt,?,nt,-3.7%
Clc1ccc(-c2nc(N3CCCCC3)nc3ccccc23)cc1,0.4%,6.3%,-29.3%,-2.6%,-2.5%,-1.6%,-2.0%,-1.7%
COCCCNC(=O)c1ccccc1Sc1ccc(NC(C)=O)nc1,4.9%,2.4%,1.9%,3.3%,0.6%,-0.8%,-4.4%,3.5%
Cc1cc(/C=C2/NC(=O)N(Cc3ccccc3F)C2=O)c(C)n1-c1ccccn1,-24.3%,1.3%,?,-2.6%,-7.5%,8.91µM*,-6.0%,-6.8%
O=c1[nH]c2cc3c(cc2cc1CN(Cc1ccccc1)Cc1nnnn1Cc1ccco1)OCCO3,1.7%,38.5%[activator],?,12.4%,-13.8%,?,-6.2%,6.1%
O=C(COC(=O)/C=C/c1ccc(F)cc1)Nc1ccccc1-c1ccccc1,5.5%,-6.3%,2.6%,-3.4%,12.7%,-0.6%,11.6%,-8.5%
CC1CC(C)CN(C(=O)CSCC(=O)O)C1 (configuration not stated),nt,-7.2%,-6.7%,3.1%,nt,nt,-3.9%,-5.7%
CCC(C(=O)Nc1ncccn1)(C(F)(F)F)C(F)(F)F,-0.7%,4.3%,-4.2%,4.1%,-14.7%,1.6%,5.0%,-3.1%
CC(=O)N(C)C1(c2nnnn2CCOC(=O)Nc2ccc(Cl)cc2)CCCCC1,-6.5%,0.6%,-1.2%,-1.6%,7.0%,8.0%,-0.1%,-4.8%
COc1ccc(Oc2ncc3ncc(=O)n(Cc4ccc(F)cc4)c3n2)cc1,nt,14.7%,nt,-13.4%,-50.8%[inhibitor],?,nt,-2.8%
Cc1ccc2nc(/C(C#N)=C\c3ccc(Oc4ccc([N+](=O)[O-])cn4)cc3)[nH]c2c1,0.8%,57.1%[activator],0.6%,0.6%,-14.2%,?,-10.1%,-1.9%
Cc1ccc(NC(=O)c2ccc(Br)o2)cc1S(=O)(=O)N(C)C,3.5%,3.0%,-1.8%,-2.9%,?,14.1µM*,4.7%,3.0%
COC(=O)C1(C)Nc2ccccc2C(=O)N1c1ccccc1C (configuration not stated),7.1%,8.3%,?,8.0%,5.3%,?,1.7%,-1.8%
c1csc(-c2nnc(Cc3cccc4ccccc34)o2)c1,-2.6%,-1.0%,1.7%,-8.6%,-8.2%,-3.3%,-6.4%,-3.9%
CC(C)Cc1cc(CN2CCC(CO)(Cc3ccccc3)CC2)[nH]n1,nt,1.5%,2.1%,-3.7%,nt,nt,-0.3%,-2.6%
CC1NC(=O)NC1CCCCCC(=O)Nc1ccc(F)c(Cl)c1 (configuration not stated),3.2%,1.9%,3.0%,8.5%,11.6%,?,-4.2%,nt
CCN(CC)CCCN1C(=O)C(O)=C(C(=O)c2sc(C)nc2C)C1c1ccco1 (configuration not stated),-11.4%,2.6%,-9.9%,0.5%,-2.1%,-6.2%,7.4%,-0.7%
Clc1ccc(/C=N/Nc2nn[nH]n2)cc1,2.4%,-13.4%,17.4%,-4.6%,4.8%,4.4%,?,-0.9%
Cc1ccccc1Cn1ccc(=NCc2ccccc2)cc1,-7.1%,4.1%,0.0%,-2.1%,-45.6%[inhibitor],9.4%,11.0%,-16.7%
CC(=O)c1c(C)n([O-])c2ccccc2[n+]1=O,-6.1%,-0.5%,?,18.0%,-8.0%,-13.8%,3.9%,-10.7%
O=[N+]([O-])c1ccc2c(c1)C(O)n1nc(-c3ccc(Cl)cc3Cl)nc1S2 (configuration not stated),-0.7%,1.8%,-104.7%,4.6%,6.8%,-10.3%,5.2%,3.2%
CCCn1nc([N+](=O)[O-])c(C(C#N)c2nc3ccccc3o2)c(Cl)c1=O (configuration not stated),?,-3.0%,5.3%,-5.0%,?,?,-13.2%,-0.7%
COc1ccc(-c2cc(CS(=O)(=O)c3ccccc3)on2)cc1,8.0%,4.2%,9.0%,2.6%,17.8µM*,?,7.0%,0.6%
O=C(O)c1ccc(/C=N/N2CCN(Cc3cccc4ccccc34)CC2)cc1,-8.5%,-1.8%,7.6%,-1.6%,-38.5%[inhibitor],1.5%,13.6%,-2.6%
Cc1ccc(N(CC(O)COCc2ccco2)S(=O)(=O)c2ccc(C)cc2)cc1 (configuration not stated),?,0.4%,-7.7%,-2.6%,28.0%,3.16µM*,0.6%,0.9%
CC(=O)c1ccc(-n2cc(-c3ccc(C(C)(C)C)cc3)[n+]3c2SCCC3)cc1,-0.3%,8.0%,2.5%,1.6%,-9.3%,7.9%,5.2%,3.6%
Cc1cc(=S)cc(C)n1CCO,-6.9%,-10.9%,-4.0%,-2.5%,-0.5%,?,1.0%,1.2%
CCCC[C@@H]1CNC(=O)C(=O)N1CCCc1cc(OC)c(OC)c(OC)c1,nt,17.6%,9.7%,-2.7%,nt,nt,5.2%,-0.2%
CC(C)CNC(=O)COc1ccc2c3c(c(=O)oc2c1)CCC3,4.5%,nt,-0.6%,-6.0%,nt,-0.9%,-4.6%,-16.8%
O=C(COC(=O)Cn1cnc2ccccc21)NCCC1=CCCCC1,3.6%,-4.8%,-2.6%,-4.7%,23.0%,?,1.4%,0.3%

Further structures follow.
Compound,GAA inhib,RGS12 GoLoco inh,KDM4E inh,aGal spleen mod,SMN2 splice enh,ALDH1A1 inh,GAA glycogen mod,GAA spleen mod
CCOc1ccc(NC(=O)CN(C)c2ccc(S(=O)(=O)N3CCOCC3)cn2)cc1OCC,7.9%,7.4%,-6.5%,-1.4%,6.2%,8.4%,19.5%,-6.3%
Cc1ccccc1OCc1nnc(SCC(=O)Nc2ccc3nc(SCC(=O)NC(C)(C)C)sc3c2)n1C,1.5%,-8.6%,-1.1%,0.5%,-31.5%[inhibitor],?,5.7%,-6.7%
CCN1CCCC1CNc1ncnc2c1[nH]c1ccc(F)cc12 (configuration not stated),-5.0%,13.8%,?,-6.7%,nt,?,-6.7%,-6.4%
CCCCCCOc1ccc(N2C(=O)CC(N3CCN(CCN=CC4C(=O)CC(C)(C)CC4=O)CC3)C2=O)cc1 (configuration not stated),-4.3%,-6.3%,-2.8%,-8.7%,-17.5%,?,-1.6%,-16.9%
Cc1nnc(SCCN2CCOCC2)c2nn(-c3ccccc3F)c(C)c12,-3.5%,3.8%,-0.5%,3.7%,-6.0%,-3.5%,-4.3%,-4.8%
CC(c1nccs1)N(C)C(=O)CCc1nnc(CCc2ccccc2)o1 (configuration not stated),6.5%,12.4%,-6.0%,4.9%,1.8%,5.0%,-19.4%,0.3%
CCCCOc1ccc(/C=C/C(=O)NCCc2nc3ccccc3[nH]2)cc1,-2.7%,7.3%,-16.6%,-1.9%,-2.1%,7.2%,0.6%,-7.8%
CN(CCC(=O)Nc1ccc2c(c1)OCO2)Cc1ccccc1,-4.6%,8.7%,3.2%,-4.8%,-9.8%,-4.8%,-0.7%,-4.7%
COCCCNC(=O)CSC1=Nc2ccccc2C2=NC(Cc3c[nH]c4ccccc34)C(=O)N12 (configuration not stated),-5.2%,12.4%,6.3%,9.0%,14.4%,5.4%,-3.2%,1.5%
Cc1ccc(N=Cc2ccc(O)cc2O)cc1F,-5.9%,17.1%,-4.5%,-0.9%,-2.0%,-1.2%,1.7%,-5.4%
NC(=S)NNC(N)=S,nt,-5.7%,nt,-0.8%,14.1%,?,nt,-8.5%
CN1/C(=C\C(=O)c2cccnc2)Sc2ccccc21,4.1%,27.9%,-0.7%,-6.8%,14.1µM*,-12.5%,-8.8%,-7.5%
CC(=O)NC(NC(=S)N1CCCCCC1)C(Cl)(Cl)Cl (configuration not stated),-0.2%,11.7%,9.2%,1.3%,-1.5%,5.7%,0.1%,3.4%
NC(N)=N/N=C/c1ccc(OCc2ccccc2)cc1,-4.5%,nt,-1.0%,4.0%,nt,10.1%,4.7%,4.7%
Cc1ccc(C2c3c(oc4ccccc4c3=O)C(=O)N2CCCN2CCOCC2)o1 (configuration not stated),-4.0%,6.4%,?,4.6%,7.08µM*,?,0.3%,-5.9%
CCOc1ccc(C(=O)Nc2ccccc2CC)cc1[N+](=O)[O-],0.1%,-10.8%,1.3%,-6.7%,8.8%,1.4%,-3.0%,-1.0%
CCN1/C(=C2\C(=O)N(C)C(=S)N2c2ccccc2)C=Cc2ccccc21,nt,1.4%,-20.9%,11.6%,nt,nt,?,-2.3%
CNC(=O)NC(=S)NC(=O)c1ccccc1Cl,9.1%,-1.2%,4.0%,-4.6%,-16.7%,-4.8%,-11.7%,-4.7%
Cc1ccc(C)c(CN2C(=O)C3CCCN3c3ccc(S(=O)(=O)N4CCOCC4)cc32)c1 (configuration not stated),-6.5%,112.0%[activator],?,6.0%,-7.5%,?,2.6%,-9.4%

Two neighbouring entries already listed, quoted:
Compound,GAA inhib,RGS12 GoLoco inh,KDM4E inh,aGal spleen mod,SMN2 splice enh,ALDH1A1 inh,GAA glycogen mod,GAA spleen mod
CNC(=O)NC(=S)NC(=O)c1ccccc1Cl,9.1%,-1.2%,4.0%,-4.6%,-16.7%,-4.8%,-11.7%,-4.7%
Cc1ccc(C)c(CN2C(=O)C3CCCN3c3ccc(S(=O)(=O)N4CCOCC4)cc32)c1 (configuration not stated),-6.5%,112.0%[activator],?,6.0%,-7.5%,?,2.6%,-9.4%

Structures listed so far that contain a tert-butyl group, in the order listed:
Compound,GAA inhib,RGS12 GoLoco inh,KDM4E inh,aGal spleen mod,SMN2 splice enh,ALDH1A1 inh,GAA glycogen mod,GAA spleen mod
CC(=O)c1ccc(-n2cc(-c3ccc(C(C)(C)C)cc3)[n+]3c2SCCC3)cc1,-0.3%,8.0%,2.5%,1.6%,-9.3%,7.9%,5.2%,3.6%
Cc1ccccc1OCc1nnc(SCC(=O)Nc2ccc3nc(SCC(=O)NC(C)(C)C)sc3c2)n1C,1.5%,-8.6%,-1.1%,0.5%,-31.5%[inhibitor],?,5.7%,-6.7%

A portion of the library (hit frequency here may not be typical).
